# Screening data as filed in PubChem.
# CHT inh: human CHT choline transport inhibition; Q9GZV3; CHT-expressing cells, membrane potential dye, choline response; stronger effect = lower value; B-score at 10 µM; 310,000 compounds, 0.86% hits;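 active = B-score over 3 SD under the library average, and starting fluorescence ratio not unusually high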;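 also: choline stimulus applied at its EC90 after an EC20 pre-addition; B-score computed on integrated fluorescence ratio after choline addition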
# Target sequence (Q9GZV3 whole entry, looked up): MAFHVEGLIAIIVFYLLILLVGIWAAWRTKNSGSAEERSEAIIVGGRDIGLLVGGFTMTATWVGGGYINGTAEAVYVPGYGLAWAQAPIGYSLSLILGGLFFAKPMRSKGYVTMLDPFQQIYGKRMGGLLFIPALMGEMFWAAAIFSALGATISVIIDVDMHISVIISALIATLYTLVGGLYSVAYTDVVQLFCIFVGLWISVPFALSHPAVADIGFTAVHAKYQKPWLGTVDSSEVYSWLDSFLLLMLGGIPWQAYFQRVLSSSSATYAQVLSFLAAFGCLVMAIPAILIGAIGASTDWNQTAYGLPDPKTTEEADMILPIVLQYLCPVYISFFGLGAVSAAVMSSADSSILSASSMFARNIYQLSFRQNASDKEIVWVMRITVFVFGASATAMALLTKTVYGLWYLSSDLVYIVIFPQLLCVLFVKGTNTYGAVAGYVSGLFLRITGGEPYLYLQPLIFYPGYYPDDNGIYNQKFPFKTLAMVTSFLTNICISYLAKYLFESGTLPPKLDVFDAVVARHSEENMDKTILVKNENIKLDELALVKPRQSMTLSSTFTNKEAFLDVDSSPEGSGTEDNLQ
# STK33 inh: human STK33 kinase inhibition | Q9BYT3 | purified STK33, MBP phosphorylation, ADP-Glo luminescence | inhibition, % at 10 µM | 320,000 compounds, 0.073% hits;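 active = inhibition at or above 25%, using the most active replicate where run in duplicate; inactive = inhibition below 25%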
# Target sequence (Q9BYT3 whole entry, looked up): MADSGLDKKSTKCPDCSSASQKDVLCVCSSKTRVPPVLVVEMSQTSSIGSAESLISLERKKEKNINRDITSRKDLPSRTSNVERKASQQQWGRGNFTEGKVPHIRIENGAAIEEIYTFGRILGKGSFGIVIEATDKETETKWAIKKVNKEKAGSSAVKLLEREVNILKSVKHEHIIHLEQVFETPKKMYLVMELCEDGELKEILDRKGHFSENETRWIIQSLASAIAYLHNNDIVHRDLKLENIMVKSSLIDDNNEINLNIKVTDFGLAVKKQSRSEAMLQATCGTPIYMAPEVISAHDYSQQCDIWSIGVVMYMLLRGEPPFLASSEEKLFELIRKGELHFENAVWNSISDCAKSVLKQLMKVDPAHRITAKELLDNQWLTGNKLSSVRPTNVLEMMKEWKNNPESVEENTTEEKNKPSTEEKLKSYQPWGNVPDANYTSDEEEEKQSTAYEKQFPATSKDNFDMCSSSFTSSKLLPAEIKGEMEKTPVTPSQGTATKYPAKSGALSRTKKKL
# CHT allo act: allosterically activates the human high affinity choline transporter. CHT-expressing cells, membrane potential dye, choline EC20; stronger effect = higher value; LV-AA mutant CHT in HEK293 cells. Q9GZV3. B-score at 10 µM. 310,000 compounds, 0.49% hits;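 active = initial fluorescence not abnormally high and integrated response B-score, plate-corrected, over 3 SD above library mean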
# Active calls of the source: *; i = inactive; . = no result given.
# Sequence of screens – CHT inh	STK33 inh	CHT allo act
O=C(Cc1cccc2ccccc12)NCC(=O)Nc1ccccc1F
→ i	-1.4	i
O=C(OCc1ccccc1)/C(=C/c1cccc2ccccc12)NC(=O)c1ccccc1
→ i	-0.8	i
CC(C)(C)c1nc(SCC(=O)NCc2ccco2)c2ccccc2n1
→ i	3.4	i
N#Cc1ccc(-c2ccccc2)nc1SCCN1CCOCC1
→ i	0.2	i
COCC(=O)Oc1c(S(=O)(=O)c2ccccc2)c(C)nn1C(C)(C)C
→ i	1.2	i
Cc1ccccc1NC(=S)NNC(=O)c1ccncc1
→ -6.1*	0.2	i
COc1ccc(NC(=S)N2CCC(N(C)CC3CCCO3)CC2)cc1 (stereo not drawn)
→ i	0.2	i
NC(=S)N/N=C/c1c[nH]c2ccc(OCc3ccccc3)cc12
→ i	-0.1	i
COc1ccc(F)cc1C(=O)C1CCCN(Cc2ccc(Oc3ncccn3)cc2)C1 (stereo not drawn)
→ i	-0.8	i
Cc1ccc(-n2c(CCC(=O)O)ccc2-c2cccs2)cc1C
→ i	0.7	i
Cc1cc(NS(=O)(=O)c2ccc(NC(=O)C(C)Oc3cc(C)c(Cl)c(C)c3)cc2)no1 (stereo not drawn)
→ i	-1.3	i
COC(=O)C1CCN(C(=O)Cn2nnc(-c3cccc(F)c3)n2)CC1
→ i	-0.3	i
Cc1ccc(S(=O)(=O)NN2C(=O)/C(=C\c3ccc(Cl)cc3)SC2=S)cc1
→ i	-1.5	i
Cc1cc(=O)oc2c3c(cc(OCC(=O)NCCC(=O)O)c12)OC(C)(C)CC3
→ i	-0.8	i
COc1ccc([N+](=O)[O-])cc1NC1CCN(C(=O)c2cccs2)CC1
→ i	-1.4	i
O=C1CCCN1c1ccc(S(=O)(=O)N2CCC(c3ccccc3)CC2)cc1
→ i	1.5	i
CCOc1ccc(CCNC(=O)c2cccc(N3CCCC3=O)c2)cc1OCC
→ i	-0.6	i
CCCCN(C)C(=O)c1ccc2c(c1)S(=O)(=O)c1ccccc1C2=O
→ i	-1.1	i
CCN(CC)CCCNC(=O)/C=C/C(=O)O
→ i	-0.7	i
COc1ccccc1NS(=O)(=O)c1ccc(O)c(NC(=S)NCC2CCCO2)c1 (stereo not drawn)
→ i	-1.6	i
COc1ccccc1-c1c(C)nn2c(NCCN3CCCC3)cc(C)nc12
→ i	-0.6	i
O=S(=O)(NCCn1ccc2ccccc21)c1ccccc1
→ i	0.4	i
CC(=O)c1cnc(N(C)C)s1
→ i	-0.6	i
Cc1cc(N)n2nc(C)c(-c3ccc(Cl)cc3)c2n1
→ i	0.8	i
CCOC(=O)c1[nH]cnc1C(=O)Nc1ccccc1
→ i	-1.1	i
CCC(C)[C@H](NC(=O)NCCC1=CCCCC1)C(=O)O (stereo partly drawn)
→ i	-0.3	i
Cc1ccc(C)c(NC(=O)CSc2nnc(-c3cc(C)[nH]n3)n2N)c1
→ i	-2.3	i
CCNC(=O)NC(=O)C(C)OC(=O)c1ccc(SC)cc1OC (stereo not drawn)
→ i	-0.4	i
CC(=O)N1CCN(c2ccccc2NC(=O)COc2ccc(Br)cc2)CC1
→ i	0.4	i
CC(C)(C)NC(=O)CSc1nncn1-c1ccccc1
→ i	-1.0	i
O=C(Nc1cccc(S(=O)(=O)Nc2ccc(Cl)cc2)c1)c1ccc[n+]([O-])c1
→ i	0.7	i
Cc1c(C(=O)N(C)Cc2ccc(OC(F)F)cc2)oc2ccccc12
→ i	-3.4	i
O=C(NCCNCc1ccccn1)c1ccco1
→ i	-3.4	i
Cc1nn(CC(=O)N2CCCCCC2)c(=O)c2cc3occc3n12
→ i	-0.9	i
Cc1cnc(NC(=O)CSc2ccc(Cl)cc2)s1
→ i	0.4	i
O=C(NCCc1ccc(Cl)cc1)C1CCCN1C(=O)NCc1ccccc1 (stereo not drawn)
→ i	11	i
Cc1ccccc1Nc1nc(N)nc(CN(C)Cc2ccccc2Cl)n1
→ i	0.1	i
CC1C/C(=C/c2cccs2)C(=O)/C(=C/c2cccs2)C1 (stereo not drawn)
→ i	.	i
COc1ccc(S(=O)(=O)N/N=C(/C)c2ccc(C)o2)cc1
→ i	-2.2	i
Cc1ccc2[nH]c3c(c2c1)CNCC3
→ i	-1.8	i

# Retrieved one by one from the entries so far, 3 records:
# Sequence of screens – CHT inh	STK33 inh	CHT allo act
O=C(NCCNCc1ccccn1)c1ccco1
→ i	-3.4	i
CC(C)(C)NC(=O)CSc1nncn1-c1ccccc1
→ i	-1.0	i
CC(=O)c1cnc(N(C)C)s1
→ i	-0.6	i

# The list goes on.
# Sequence of screens – CHT inh	STK33 inh	CHT allo act
Cc1cc(OCC(=O)Nc2ccncc2)cc(C)c1Br
→ i	1.7	i
O=C(O)c1ccc(N2CCN(c3ccc(Cl)cc3)CC2)c([N+](=O)[O-])c1
→ i	-0.6	i
CCc1cccc(CC)c1N1C(=O)c2cc(N3CCOCC3)c([N+](=O)[O-])cc2C1=O
→ i	-1.2	i
COc1ccc(-c2cc(C)no2)cc1S(=O)(=O)Nc1cccc(C)c1
→ i	0.4	i
Cc1nonc1OCCNCCNc1ccc([N+](=O)[O-])cc1Cl
→ i	-1.6	i
CCOC(=O)c1cc2c(ccn2C)n1Cc1ccc(Cl)cc1
→ i	-0.3	i
O=C1ON=C(c2ccc([N+](=O)[O-])cc2)/C1=C/c1ccccc1O
→ i	-0.2	i
CCc1cccc(OCC(=O)N(C)CC(=O)Nc2cccc(F)c2)c1
→ i	-0.4	i
COc1ccc(Cc2nc(C(=O)Nc3ccc(F)cc3)cs2)cc1
→ i	-0.8	i
COCC(=O)c1[nH]c2ccccc2c1C
→ i	-1.3	i
COC(=O)c1ccc(Cl)c(NC(=O)CN(c2ccccc2)S(=O)(=O)c2ccc(OC)cc2)c1
→ i	-1.5	i
CCOc1ccc(C(=O)NCC(=O)OCC(=O)Nc2ccccc2OC)cc1
→ i	-0.2	i
CCOC(=O)c1c(COc2ccccc2)oc2ccc(O)cc12
→ i	-0.7	i
N#C/C(=C(/O)COc1ccc(Br)cc1)c1nnc2n1CCCCC2
→ i	-0.4	i
CCOC(=O)c1ccc(NC(=S)Nc2ccccc2N)cc1
→ i	-0.6	i
CC(=O)CC(C)(C)S(=O)(=O)c1ccc(NC(C)=O)cc1
→ i	-0.9	i
O=C(NC(=O)c1ccccc1N1CCCCC1)Nc1ccc(Br)cc1
→ i	-4.2	i
COc1ccc(NC(=O)NCCN2CCN(c3ccc(C)cc3)CC2)c(Cl)c1
→ i	-1.4	i
Cc1cccc(N(C)C(=O)c2cc(S(=O)(=O)N3CCc4ccccc43)cn2C)c1
→ i	-0.7	i
CNc1ccc(Br)cc(C(=O)/C=C/c2ccc3c(c2)OCO3)c1=O
→ i	0.4	i

# No new results follow: four of the compounds above.
# Sequence of screens – CHT inh	STK33 inh	CHT allo act
Cc1cc(N)n2nc(C)c(-c3ccc(Cl)cc3)c2n1
→ i	0.8	i
CCOC(=O)c1[nH]cnc1C(=O)Nc1ccccc1
→ i	-1.1	i
CCC(C)[C@H](NC(=O)NCCC1=CCCCC1)C(=O)O (stereo partly drawn)
→ i	-0.3	i
Cc1ccc(C)c(NC(=O)CSc2nnc(-c3cc(C)[nH]n3)n2N)c1
→ i	-2.3	i

# Remaining list, next part:
# Sequence of screens – CHT inh	STK33 inh	CHT allo act
CCc1cc(=O)[nH]c(SCC(=O)N2CCOCC2)n1
→ i	-1.0	i
COc1ccc(NC(=S)N2CCOCC2)c(OC)c1
→ i	-1.0	i
COc1ccc(CN(CCc2ccccc2)Cc2ccccc2)cc1OC
→ i	-1.6	i
Cc1ccc(NC(=O)c2cccs2)cc1
→ i	-0.5	i
COC(=O)c1ccccc1NC1OC(=O)c2ccccc21 (stereo not drawn)
→ i	-1.5	i
COc1ccc(CNc2ncnc3c2[nH]c2cc(OC)c(OC)cc23)cc1
→ i	1.1	i
COc1ccccc1/C=N/N1CCN(c2ccc(Cl)cc2)CC1
→ i	-0.1	i
CCc1ccc(CN2CCCC(CNS(=O)(=O)c3ccc(OC)cc3)C2)cc1 (stereo not drawn)
→ i	-0.8	i
Cc1c(/C=N/Nc2nc3ccccc3[nH]2)c2ccccc2n1C
→ i	-0.1	i
COC(=O)C1=C(C)N(Cc2ccccc2)C(=NCc2ccc(OC)cc2)N[C@H]1c1cccc(F)c1
→ i	0.5	i
S=C(NCc1ccccn1)Nc1ccc(Cl)cc1Cl
→ -5.2*	-0.4	i
O=P(O)(Cc1ccccc1)Cc1ccccc1
→ i	-1.1	i
Cc1csc(SC(C)C(=O)NC2CCCCC2C)n1 (stereo not drawn)
→ i	-1.0	i
COc1ccc(CNc2nc3nc4c(c(=O)n3[nH]2)CCC4)cc1
→ i	-0.1	i
CCN1CCN(c2nc(-c3ccccc3)nc3ccccc23)CC1
→ i	2.1	i
COc1ccc(CNc2nc(S(=O)(=O)c3ccccc3)c(Cl)s2)cc1OC
→ i	-0.3	i
CCCCn1c(=O)c(CC(C)=O)nc2ccccc21
→ i	-1.0	i
COc1ccc(C2=NOC(C3(S(=O)(=O)c4ccccc4)CC(O)C3)C2)cc1 (stereo not drawn)
→ i	-0.6	i
COC(=O)C(=Cc1ccccc1[N+](=O)[O-])C(=O)OC
→ i	0.3	i
O=C1NC2(CCCCCC2)C(=O)N1Cc1ccc(Cl)cc1Cl
→ i	-0.2	i
Cc1cc(O)cc(=O)n1Cc1ccccc1
→ i	-2.4	i
O=C(N/N=C/c1ccc([N+](=O)[O-])cc1)c1cccnc1
→ i	-0.9	i
CN(C)c1ccc(C=Nc2ccc(N(C)C)cc2)cc1
→ i	-0.7	i
Cc1c(C(=O)N2CCOCC2)c(S(=O)(=O)N2CCN(c3ccc(Cl)cc3)CC2)c(C)n1C
→ i	-1.9	i
CC(=O)c1ccc(NC(=S)N2CCN(CCO)CC2)cc1
→ i	-0.1	i
CC(=O)Cc1ccccc1OC(=O)c1ccco1
→ i	-0.2	i
COc1cccc(CN2CCN(C(=O)c3oc4c(F)cccc4c3C)CC2=O)c1
→ i	1.0	i
COc1ccccc1/C=C/C=N/n1c(-c2cc(C)[nH]n2)n[nH]c1=S
→ i	0.5	i
Cc1cc(Nc2cc(Cl)cc(Cl)c2)nc(N)n1
→ i	0.7	i
CN(CC(=O)Nc1ccc(F)cc1)C(=O)CN1C(=O)NC2(CCCc3ccccc32)C1=O (stereo not drawn)
→ i	-1.2	i
O=C(CCC(=O)N1CCCC1)Nc1ccc([N+](=O)[O-])cc1
→ i	0.3	i
CCN1/C(=C2\SC(=S)N(Cc3ccccc3)C2=O)Sc2ccccc21
→ i	-1.1	i
COc1cc(OC)c(OC)cc1/C=C(\C#N)C(=O)NCc1cccs1
→ i	-1.7	i
O=C(O)c1cc(-c2ccc(/C=N/NC(=S)Nc3ccccc3)o2)ccc1Cl
→ i	2.8	i
CCOC(=O)c1[nH]c(C)c(CN(CCc2ccccc2)C(=O)CCC(=O)O)c1C
→ i	-0.3	i
Cc1ccc(-c2cc(C(=O)Nc3ccccn3)c3ccccc3n2)o1
→ i	0.1	i
COCCn1c(SCC(=O)Nc2cccc(C)n2)nnc1-c1ccco1
→ i	-1.3	i
CCOc1ccc(C(=O)NC(=S)Nc2ccccc2OC)cc1[N+](=O)[O-]
→ i	-1.6	i
COc1ccc(CCNC(=O)CSc2nc3sc(C(=O)O)c(C)c3c(=O)[nH]2)cc1OC
→ i	-0.9	i
COc1ccc(Nc2nc(N3CCCC3)nc3ccccc23)c(OC)c1
→ i	-0.3	i
CC(=O)Nc1ccc(Nc2nc(-c3ccccc3)nc3ccccc23)cc1
→ i	4.0	i
CCN(CC)C(=O)C1CCCN(Cc2ccccc2C(F)(F)F)C1 (stereo not drawn)
→ i	11	i
Cc1cccc(C(=O)Nc2ccc(O)cc2)c1
→ i	2.0	i
COc1ccc(NC(=O)CCCN2C(=O)/C(=C\c3ccco3)SC2=S)cc1
→ i	-1.6	i
CCCCN(CCCNC(=O)c1ccc(CS(=O)(=O)c2ccc(OC)cc2)o1)Cc1ccccc1
→ i	-1.1	i
Nc1ccc(S(=O)(=O)Nc2ccnn2-c2ccccc2)cc1
→ i	0.3	i
Cc1nn(CCC(=O)NNC(=S)Nc2ccc(F)cc2)c(C)c1[N+](=O)[O-]
→ i	0.3	i
O=C(N/N=C/c1cccnc1)c1ccc(Cl)c(Cl)c1
→ i	0.6	i
COC(=O)c1cccc(C23CC4(C2)[C@H](CN(Cc2ccc(C(F)(F)F)cc2)[C@@H]4c2ccccc2)C3c2ccc(C(F)(F)F)cc2)c1 (stereo partly drawn)
→ i	-0.1	i
CCN(CC)S(=O)(=O)c1ccc(C(=O)NCC(c2cccs2)N2CCOCC2)cc1 (stereo not drawn)
→ i	0.5	i
O=S(=O)(c1cccc2cccnc12)N1CCN(c2ccc(F)cc2)CC1
→ i	.	i
O=C(NCC1CCCCC1)c1cc2ccccc2cc1O
→ i	-1.3	i
CCN(CC)CCn1c2c(c(SCC(=O)Nc3nc(C)cs3)nc1=O)CCCC2
→ i	-0.7	i
Cc1ccc(-c2cc(C(=O)N/N=C\c3cnn(C)c3C)c3ccccc3n2)cc1C
→ i	-0.5	i
O=[N+]([O-])c1ccc(S(=O)(=O)NNC(=S)NCCc2ccccc2)cc1
→ i	-1.5	i
CCOC(=O)C1=NN(c2ccccc2C)C2=NC(C)=C(C(=O)OC)C(c3cccc(OC)c3)N12 (stereo not drawn)
→ i	-1.0	i
COc1ccc(NC(=O)CCN2C(=O)c3ccccc3S2(=O)=O)c(OC)c1
→ i	-1.6	i
O=C(O)C1CC(=O)N(CCOc2ccccc2)C1 (stereo not drawn)
→ i	-0.8	i
